MCF10A rereplic: induces DNA re-replication in MCF 10a normal breast cells | MCF 10A DNA re-replication, Hoechst nuclear intensity, 48 h | Potency, µM (doses to about 46.1 µM), for the others: at the top dose activity, positive = re-replication, usual class: activators | 350,000 compounds, 2.9% hits | AID 624296; further: potency means the concentration at half of the fitted maximal effect; % of control where 0% means no effect; nearly all actives have a fitted effect of over 50% in size
KB-3-1 cytotox: kills parental KB-3-1 adenocarcinoma cells | Potency, µM (series often up to 46.1 µM), for inactives: at the highest dose activity change, negative = cytotoxic, hits mostly cytotoxic | AID 1347075 | KB-3-1 viability, CellTiter-Glo ATP luminescence, 72 h | 400,000 compounds, 1.4% hits; further: potency means the concentration at half of the fitted maximal effect; on the % scale 0 is the no-effect control and ±100 the full control effect; nearly all actives have a fitted effect of over 60% in size
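Viability of parental KB-3-1 cells, measured by CellTiter-Glo luminescence, followed a 72 h incubation at 37 °C with pinned compounds in phenol-red-free DMEM containing 10% FBS.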
SW480 rereplic: induces DNA re-replication in SW480 colon adenocarcinoma cells; SW480 DNA re-replication, Hoechst DNA content imaging, 48 h; AID 624297; Potency, µM (top dose mostly 46.1 µM), inactives show at the highest dose re-replication activation, actives largely listed as activators; 340,000 compounds, 1.8% hits; further: potency means the concentration at half of the fitted maximal effect; % of control where 0% means no effect; nearly all actives have a fitted effect of over 55% in size
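Image-based DNA-content assay: after two days of treatment, nuclei were labelled with the DNA dye Hoechst and imaged, and hits were compounds raising the count of nuclei showing high fluorescence intensity.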
IL1B secr inh: blocks inflammasome-driven IL-1 beta release; THP-1 LPS/ATP IL-1B secretion, AlphaLISA, 16 h; stronger effect = lower value; activity change, % at 57.5 µM; 360,000 compounds, 4.7% hits; AID 743279; in the data active means activity change below about -50%; inconclusive means mostly about -30% to -49%; further: on the % scale 0 is the no-effect control and ±100 the full control effect
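THP-1 cells pretreated 1 hr with compounds (up to 57.5 uM final), then stimulated with LPS (250 ng/mL final) plus ATP (1.25 mM final); secreted IL-1B measured by AlphaLISA after 16 hr, decreased signal indicating inhibition.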
HT1080-NT tox: kills 2HG-producing HT-1080-NT fibrosarcoma cells; HT-1080-NT fibrosarcoma viability, CellTiter-Glo ATP luminescence, 48 h; Potency, µM (titrated, usually from 46.1 µM), without a hit: at the top dose activity, negative = less viability, hits mostly cytotoxic; 360,000 compounds, 1.6% hits; AID 686970;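 further: NT is the 2HG producing partner of a matched IDH1 knockdown line; potency means the concentration at half of the fitted maximal effect; 0% = DMSO-treated cells and -100% = media-only wells without cells; nearly all actives have a fitted effect of over 55% in size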
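Fibrosarcoma NT cells, 750 per well in 5% FBS RPMI, were exposed to compound for 48 hours. Viability: CellTiter-Glo luminescence.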
HepG2 viability: kills HepG2 cells in TGF-b inhibitor counter-screen | HepG2 CAGA-GFP viability, ATP luminescence, 18 h | Potency, µM (doses to about 46.1 µM), inactives show at the top dose activity change, negative = cytotoxicity, actives largely listed as cytotoxic | AID 588856 | 410,000 compounds, 0.76% hits; further: potency means the concentration at half of the fitted maximal effect; some results filed as inactive show a strong effect at the top dose
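CellTiter-Glo luminescence gave cytotoxicity after 18 hours at 37 degrees C. The cells were HepG2 CAGA-GFP in 1% FBS DMEM, stimulated with 500 pg/mL TGF-beta after compound addition. %Activity was normalised to no-cell wells (complete cell-killing) and DMSO (no toxicity), and curves were fitted and classified.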
HT1080 IDH1KD tx: HT-1080 IDH1 knockdown cell toxicity (counter line) | 360,000 compounds, 2% hits | HT-1080 IDH1 knockdown viability, ATP luminescence, 48 h | Potency, µM (series often up to 46.1 µM), for inactives: at the highest dose activity, negative = toxicity, usual class: cytotoxic;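 further: potency means the concentration at half of the fitted maximal effect; 0% = DMSO wells and -100% = cell-free medium wells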
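Assay cells: HT-1080 with IDH1 knockdown, 750 per well, RPMI/5% FBS. Exposure: 48 h at 37 °C following 2 h pre-incubation. Read: CellTiter-Glo luminescence; fitted concentration-response, curve class assigned.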
ATXN2 expr inh: inhibitors of ATXN2 expression; HEK-293 ATXN2-luciferase reporter, luminescence, 24 h; Potency, µM (doses to about 57 µM), for inactives: at the highest dose activity change, negative = inhibition, hits mostly inhibitors; 360,000 compounds, 0.72% hits; further: potency means the concentration at half of the fitted maximal effect; on the % scale 0 is the no-effect control and ±100 the full control effect; nearly all actives have a fitted effect of over 55% in size
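qHTS (up to 57 uM final) was run with 24 h compound exposure of reporter cells at 37 °C. Each well was multiplexed: SteadyGlo luminescence measured ATXN2-luciferase expression after a fluorogenic Gly-Phe-AFC viability readout (25 uM final).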
S2 tox: reduces viability in counter-screen for ATXN expression inhibitors. S2 cells (HEK-293 line with an ATXN2-luciferase reporter) viability, CellTiter-Fluor protease fluorescence, 24 h. Potency, µM (titrated, usually from 56.7 µM), hits mostly cytotoxic. 400,000 compounds, 0.49% hits; further: potency means the concentration at half of the fitted maximal effect; nearly all actives have a fitted effect of over 40% in size
* hit, by the source's call; i = inactive; ? = inconclusive; / = no result given; [ ] = dose if it differs, or a comment. Unless noted, the call rests on the fitted dose curve; in most records, active means well fitted curve in the direction sought with a large enough effect; inconclusive means small, poorly fitted or top-dose-only effect, or another doubt; inactive means no such curve, though single readings can be large; an effect the other way counts as inactive or inconclusive.

SMILES | MCF10A rereplic | KB-3-1 cytotox | SW480 rereplic | IL1B secr inh | HT1080-NT tox | HepG2 viability | HT1080 IDH1KD tx | ATXN2 expr inh | S2 tox
Cc1c(C(C)C)c(=O)n(-c2ccc(S(=O)(=O)NC(C)C)cc2)n1C | 2% | -22% | -1% | 43 | 5% | 33% | -24% | -38%[11.3 µM] | i
COc1ccc(OC)c(N(CC(=O)NCCc2ccc(OC)c(OC)c2)S(=O)(=O)c2ccccc2)c1 | 3% | 4% | 1% | 17 | -3% | 1% | -1% | -9% | i
CC(OC(=O)c1ccc(F)c(S(=O)(=O)N2CCOCC2)c1)C(=O)NCC1CCCCC1 (configuration not stated) | 0% | 0% | -6% | -8 | 2% | 1% | 2% | / | i
CCCCCCn1ccc(=N)cc1 | 2% | 8.2µM* | -5% | -12 | -13% | -18% | -15% | ? | i
C#CC1CN(Cc2ccccc2)CC(C#C)N1C (configuration not stated) | -2% | -3% | 0% | -20 | 3% | 1% | 1% | 0% | i
Clc1ccc(-c2cc3nc(NCc4cccc(Cl)c4)ccn3n2)cc1 | / | 0% | / | 18 | -15% | -33% | -22% | 14% | i
COCCOC(=O)/C(=C/c1ccc(OC(=O)c2ccccc2)cc1)C(C)=O | ? | 14% | -5% | 0 | 1% | -3% | -2% | -3% | i
O=C(CN1C(=O)CSc2ccc(S(=O)(=O)N3CCOCC3)cc21)NCCc1ccccc1 | / | -25% | / | -13 | -2% | -7% | 1% | / | i
O=C(O)c1cc(-n2nnnc2SCc2ccccc2F)ccc1Cl | 1% | 1% | -4% | -7 | 19% | -3% | 2% | 2%[11.3 µM] | i
COC(=O)CCc1c(C)nc(N)[nH]c1=O | -1% | 14% | -3%[9.22 µM] | 20 | 3% | 6% | -5% | 0% | i
COC(C(=O)Nc1ccc(F)c(F)c1)c1ccccc1 (configuration not stated) | -2% | 1% | -18% | -4 | -6% | -22% | -10% | / | /
O=C(Cn1c(=O)n(CC2CCC(C(=O)NCCc3ccccc3)CC2)c(=O)c2ccccc21)Nc1ccccc1 (configuration not stated) | / | -1% | / | / | / | -14% | / | 4% | i
C#CC[N+](C)(C)CC#Cc1ccc(Cl)cc1 | ? | ? | 13% | -67* | ? | -4% | ? | -26%[11.3 µM] | i
Cc1cccc(N2CCN(C(=O)c3ccc4c(c3)CCN4S(=O)(=O)c3ccccc3)CC2)c1C | / | 23µM* | / | / | / | -10% | / | -27% | ?
CCOCc1nnc(NC(=O)c2cc(C(=O)OC)cc([N+](=O)[O-])c2)s1 | -8% | 5% | -28% | 9 | 11% | 0% | 22% | -17%[11.3 µM] | i
CC(=O)Nc1ccc(NC(=O)CCN2C(=O)C3CC=CCC3C2=O)cc1 (configuration not stated) | 7% | -5% | -32% | 0 | -12%[9.24 µM] | 1% | -5% | 5% | i
C=CCC[C@H](Cc1ccc(F)cc1)C(=O)OC[C@@H](C)NC(=O)[C@H](CC=C)CC(=O)N(CCO)Cc1ccccc1 | 2% | 0% | -10% | 0 | 0% | -10% | -2% | ? | ?
c1ccc(-c2nc3c([nH]2)CCc2nonc2-3)cc1 | -6% | -15% | -26% | -7 | 11% | -2% | 1% | -24% | ?
COc1ccc(Br)cc1/C=N/NC(=O)CN1CCN(Cc2ccccc2)CC1 | -1% | -13% | 2% | -19 | -7% | -28% | -2% | -13% | i
Cc1ccc(Cl)cc1NC(=O)COC(=O)C1CCCC1 | -1% | 1% | 0% | 5 | 15% | -4% | 18% | -7% | i
CCC(=O)N(CCc1ccc(S(N)(=O)=O)cc1)C1CC(=O)N(c2ccc(OC)cc2)C1=O (configuration not stated) | -7% | 0% | -1% | 5 | 15% | 18% | 22% | 5% | i
COc1oc(-c2ccccc2C)nc1C(F)(F)F | -1% | -4% | -4% | 13 | 1% | 6% | 8% | ? | ?
C/C(=N\NC(=O)C(=O)Nc1cc(C)ccc1C)c1ccncc1 | 9% | 5% | 5% | -5 | -1% | 3% | 0% | / | i
CC(=O)N1CCN(S(=O)(=O)c2ccc(S(=O)(=O)NC3CC3)cc2)CC1 | -1% | 12% | 3% | 11 | -19% | -1% | -7% | 1% | i
CSc1cccc(Nc2cc(C(=O)NCCc3ccc(Cl)cc3)c3ccccc3n2)c1 | / | ? | / | / | / | -33% | / | ? | i

2 entries picked at random from those above, as already listed:
SMILES | MCF10A rereplic | KB-3-1 cytotox | SW480 rereplic | IL1B secr inh | HT1080-NT tox | HepG2 viability | HT1080 IDH1KD tx | ATXN2 expr inh | S2 tox
CC(OC(=O)c1ccc(F)c(S(=O)(=O)N2CCOCC2)c1)C(=O)NCC1CCCCC1 (configuration not stated) | 0% | 0% | -6% | -8 | 2% | 1% | 2% | / | i
COC(=O)CCc1c(C)nc(N)[nH]c1=O | -1% | 14% | -3%[9.22 µM] | 20 | 3% | 6% | -5% | 0% | i

The list goes on:
SMILES | MCF10A rereplic | KB-3-1 cytotox | SW480 rereplic | IL1B secr inh | HT1080-NT tox | HepG2 viability | HT1080 IDH1KD tx | ATXN2 expr inh | S2 tox
Cc1ccc2nc(C)cc(Nc3ccc([N+](=O)[O-])cc3)c2c1 | 2.9µM* | ? | 9.2µM* | 15 | -13% | -18% | ? | ? | ?
Cc1ccc(N(CC(O)CN2CCCCC2)S(=O)(=O)c2ccc(C)cc2)cc1 (configuration not stated) | ? | 12% | -2% | 0 | -11% | 15% | -11% | -22% | i
CCCOc1ccc(/C=C/C(=O)NCc2ccccc2)cc1 | 0% | -5% | 0% | -7 | 8% | 9% | 2% | 14% | i
CCOc1ccc(S(=O)(=O)N(C)c2ccc(OCC(=O)OCc3c(C)noc3C)cc2)cc1 | 9% | 0% | -5% | -5 | 4% | -4% | 7% | 3% | i
COc1ccc(Cl)cc1/C=C1/C(=O)ON=C1C | 0% | 2% | ? | -9 | -8% | -2% | 3% | 29% | i
Cc1ccnc(NCc2c(O)ccc3ccccc23)c1 | -2% | 3% | -10% | -3 | -7% | -29% | 2% | / | i
O=C(CN1CCN(c2ccccn2)CC1)Nc1ccc2ccccc2c1 | ? | -9% | -3% | 19 | -17% | 1% | -15% | 85%[activator] | i
Fc1ccc(C2=NNC(=NCc3ccccc3)SC2)cc1F | ? | 8% | ? | ? | -29% | 10% | -29% | -17% | i
c1ccc(-c2cn3cccnc3n2)cc1 | -15% | -5% | -12% | 25 | 19% | 2% | 10% | 10% | i
COc1ccc(/C=N\NC(=O)c2ccc([N+](=O)[O-])c(C)c2)cc1COc1ccccc1C(N)=O | 15% | 14% | 12% | i | 6% | -4% | -3% | -2% | i
CC(C)C(=O)Nc1c(C(=O)N2CCN(c3ncccn3)CC2)oc2ccccc12 | 0% | 14% | 5% | -11 | 29% | 14% | 1% | -8% | i
O=C1CCCN1C(=O)CSc1nnnn1-c1cccc(F)c1 | -1% | 0% | -2% | 10 | 1% | 3% | 9% | 6% | i
Cc1cccc2cc(CN(C(=O)c3cccc([N+](=O)[O-])c3)C(C)C)c(=O)[nH]c12 | 5% | -2% | -8% | 3 | 7% | 2% | 14% | -2% | i
Cc1ccc(NC(=S)NCCCN2CCOCC2)cc1 | 3% | 9% | -5% | -5 | 16% | 10% | 15% | 0% | i
Cc1ccccc1OCCC(=O)N(CC(C)C)c1c(N)n(Cc2ccccc2)c(=O)[nH]c1=O | 0% | 14% | -24% | 0 | 1% | -20% | 4% | 1% | i
CN(C)C(CNS(=O)(=O)c1cc([N+](=O)[O-])ccc1Cl)c1ccco1 (configuration not stated) | 2% | -2% | 2% | -5 | -1% | 5% | -4% | -7% | i
COc1ccccc1NS(=O)(=O)c1ccc2[nH]c(=O)[nH]c2c1 | 0% | -4% | -23% | 24 | -1% | -15% | -6% | 0% | i
CCOC(=O)CC(=O)CSc1ccc2nnc(-c3ccc(F)cc3)n2n1 | -9% | 3% | -9% | -5 | -30% | -18% | -17% | -18% | ?
CC(=O)N1c2ccc(S(=O)(=O)N3CCC(C(=O)NC4CCC(C)CC4)CC3)cc2CC1C (configuration not stated) | 13% | 12% | -18% | 33 | 2% | -1% | 5% | 5% | i
COc1ccccc1-c1sc2ccccc2c1-c1ccc2c(c1)OCO2 | ? | -7% | 12% | 0 | -21% | -32% | -5% | -10% | i
COc1cc(NC(=O)COc2cc(O)c3c(c2)OC(C)(C)CC3=O)cc(OC)c1 | -3% | -9% | -1% | -5 | -10% | -26% | -12% | ? | i
O=C(O)C1CC=CCC1C(=O)Nc1ccccc1Cl (configuration not stated) | 3% | 4% | 1% | 10 | 12% | 7% | 23% | 2% | i
O=Cc1c(NCc2ccccc2F)c2ccccc2[nH]c1=O | -4% | 11% | ? | 18 | 10% | -4% | 1% | -4% | ?
COc1cc(C2NC(=O)NC(C)=C2C(=O)OCC2CCCO2)ccc1O (configuration not stated) | ? | 6% | -12% | 1 | -4% | 6% | -4% | 1% | i
O=C(N/N=C/C(Cl)=C/c1ccc([N+](=O)[O-])cc1)C(=O)Nc1cccc(C(=O)O)c1 | ? | -6% | 28% | 6 | 6% | 0% | 6% | 13% | i
Cc1cccc(C(=O)Nc2cccc(C(=O)N/N=C/c3cccc(C)n3)c2)c1 | 14% | 19% | -1% | 3 | 1% | -7% | 16% | -3% | i
Brc1ccc(N=Nc2ccc3ccccc3n2)cc1 | -15% | 0% | -19% | / | -4% | -32% | -13% | ? | i
COc1ccc(NC(=O)CCC(=O)Nc2cc(OC)c(NC(=O)c3cccs3)cc2OC)cc1 | -2% | -1% | -3% | -12 | 11% | -17% | 23% | -8% | i
O=C(NCc1cccc(Cl)c1)c1ccc2nc[nH]c2c1 | ? | -3% | ? | -11 | -3% | 11% | -3% | 6% | i

Sorted by the number under SW480 rereplic (low to high): some entries from above
mol,SW480 rereplic
c1ccc(-c2cn3cccnc3n2)cc1,-12%
CCOc1ccc(S(=O)(=O)N(C)c2ccc(OCC(=O)OCc3c(C)noc3C)cc2)cc1,-5%
Cc1cccc(C(=O)Nc2cccc(C(=O)N/N=C/c3cccc(C)n3)c2)c1,-1%
CN(C)C(CNS(=O)(=O)c1cc([N+](=O)[O-])ccc1Cl)c1ccco1 (configuration not stated),2%
